Compound activity as filed in PubChem BioAssay.
b-catenin transl = beta-catenin nuclear translocation modulation. HeLa beta-catenin nuclear translocation, immunofluorescence imaging. nuclear translocation activity, % at 5 µM. 190,000 tested, 0.3% active;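 active means nuclear translocation activity above 50% at 5 µM, with a well cell count of 50 or more; inconclusive means wells under 50 cells across six images, flagged as toxic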;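 further: per-cell ratio of nuclear to cytoplasmic median beta-catenin stain intensity; plate controls were DMSO negative control for no effect and GSK-3 inhibitor IX positive control for full effect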
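System: Human HeLa cells, endogenous beta-catenin | Compound dosing: 5 µM primary, 0.02–20 µM confirmation | Timing: 24 h compound exposure at 37°C, 5% CO2 | Measured by: Fluorescence imaging of beta-catenin antibody stain plus DAPI | Read-out basis: % activation of per-cell nuclear versus cytoplasmic median beta-catenin signal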
Ins promoter up = MIN6 insulin promoter up-regulation. MIN6 insulin promoter-GFP reporter, high-content imaging; active compounds read high. z-score at 5 µM. 190,000 tested, 0.3% active. AID 1625;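 active means z-score above 3 at 5 µM with at least 500 cells counted in the well; inconclusive means wells under 500 cells, flagged as cytotoxic or low count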
MT stabilize HCS = microtubule stabilization, imaging screen; 200,000 tested, 0.83% active; % tubulin-high responders, % at 10 µM; HeLa tubulin immunostaining HCS, 24 h; share of cells brighter than vehicle mean+2SD; AID 2205;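 active means plate Z-score above 3 for both tubulin-high and condensed-nucleus cell shares, with cell loss under 80%, at 10 µM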;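 further: anti alpha tubulin signal scored within the nucleus-defined area of each cell; some results filed as inactive read as strong as hits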
HIV peptide binding = cell-free HIV fusion peptide-binding blockers – biochemical, uHTS, fluorescence dequenching, primary screen (AID 1986); inhibition, % at 20 µM, or IC50 in µM where a hit was titrated; 290,000 tested, 0.3% active; cell-free peptide binding, fluorescence dequenching, 30 min; higher % means a stronger effect; in the data active means inhibition mostly above about 52%, no sharp cut-off; inactive means mostly below about 76%; further: some results filed as inactive read as strong as hits
Yfh1-off respiration = enhancers of respiration in Yfh1-depleted yeast, dose response, Friedreich's ataxia, plus single-dose screen (AID 1465) | 220,000 tested, 0.074% active | S. cerevisiae Yfh1-off respiration, WST-1 reduction, 72 h; higher fold induction means a stronger effect | one-dose fold induction at 50 µM; EC50 in µM for titrated hits;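 active means fold induction of absorbance versus untreated yeast above a set limit, then at least 30% activation at any dose in follow-up; inconclusive means repeats straddling the limit, or above it without dose testing; inactive means fold induction below the set limit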;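 further: activators that raise dye reduction in frataxin-depleted yeast; strong numbers were not always called active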
Autophagy mod = modulators of autophagy; 190,000 tested, 0.98% active; calls only at 10 µM (by protocol); MEF GFP-LC3 puncta imaging; test concentration mostly 10 µM; AID 463193;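 active means percentage of spot-positive cells more than 3 SD above its plate mean, without a fluorescence outlier flag or 80% toxicity; inconclusive means no clear call, values can overlap the other calls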;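 further: spot-positive cell cutoff set from DMSO-treated cells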
WT yeast gro inh = growth inhibition of WT yeast, mitochondrial fusion screen. mitochondrial fusion phenotypic screen, WT strain. inhibition, % at 10 µM. 190,000 tested, 2.1% active. AID 1362; in the data active means inhibition above about 58%; tested in S. cerevisiae
Dynein cargo inh = dynein cargo transport inhibition | AID 1381 | z-score, hits read low | 220,000 tested, 0.47% active | 3617.4 mouse cells, GR-EGFP nuclear translocation imaging; test concentration mostly 20 µM; stimulated with dexamethasone, 1 µM; active compounds read low;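 active means plate z-score of nuclear minus cytoplasmic receptor signal below a set negative limit, without overly bright fluorescence or cell loss, cut at about -3.5 in these data, passing the limit was not always enough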;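 further: z-score of nuclear minus cytoplasmic ring GR-EGFP intensity difference per well; some compounds called inactive have numbers as strong as hits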
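medium = tetracycline-free induction medium containing charcoal-stripped FBS | probe or stimulus = dexamethasone, 1.0 µM final | timing = 48 h induction, then 1 h compound, then 30 min agonist, 37 °C | detection = automated 10x imaging of fixed Hoechst-stained cells | read-out basis = nuclear versus cytoplasmic GR-EGFP signal, averaged per well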
AID2073 = inhibitors of Mint1-CaV2.2 protein interaction, biochemical, HTRF (AID 2073); HTRF protein-protein interaction, Mint1-CaV2.2; higher % means a stronger effect; 290,000 tested, 0.19% active; inhibition, % at 20 µM; hits with a dose series show IC50 in µM; in the data active means inhibition mostly above about 51%, no sharp cut-off; inconclusive means no clear call, values can overlap the other calls; inactive means mostly below about 53%; further: some results filed as inactive read as strong as hits
WT yeast gro inh mutant strain = second read-out of WT yeast gro inh, no call of its own (marks repeat the call); inhibition, %; mitochondrial fusion phenotypic screen, mutant strain inhibition
Dynein cargo inh cytoplasmic EGFP = also measured in Dynein cargo inh; calls as there; z-score; measured here: cytoplasmic GR-EGFP intensity; active compounds read high
Dynein cargo inh nuclear GR-EGFP = also measured in Dynein cargo inh; calls as there; z-score; measured here: nuclear GR-EGFP intensity;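 lower value marks the stronger effect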
Dynein cargo inh cell count = further read-out of Dynein cargo inh, marked with its call; z-score; measured here: cell count per field
Ins promoter up cell count = also measured in Ins promoter up; calls as there; cell count; measured here: cytotoxicity, nuclei count;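 total cells summed across four imaged fields per well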
b-catenin transl cell count 5 µM = also measured in b-catenin transl; calls as there; cell count; measured here: cell count, cytotoxicity flag
MT stabilize HCS Hoechst-high % = further read-out of MT stabilize HCS, marked with its call; % Hoechst-high responders; measured here: nuclear condensation Hoechst responders;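 share of cells brighter than vehicle mean plus two SD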
MT stabilize HCS cytotoxicity % = recorded beside MT stabilize HCS, whose call it bears; toxicity, %; measured here: cytotoxicity by cell density;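 0% = mean cell density of plate MIN control wells and 100% = no cells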
Autophagy mod cell loss 18 h = recorded beside Autophagy mod, whose call it bears; toxicity, %; measured here: cell loss, nuclei count;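 cell loss after 18 h compound exposure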
* hit, by the source's call; i = inactive; ? = inconclusive; . = not tested or not shown.

SMILES	b-catenin transl	b-catenin transl cell count 5 µM	Ins promoter up	Ins promoter up cell count	MT stabilize HCS	MT stabilize HCS Hoechst-high %	MT stabilize HCS cytotoxicity %	HIV peptide binding	Yfh1-off respiration	Autophagy mod	Autophagy mod cell loss 18 h	WT yeast gro inh	WT yeast gro inh mutant strain	Dynein cargo inh	Dynein cargo inh cytoplasmic EGFP	Dynein cargo inh nuclear GR-EGFP	Dynein cargo inh cell count	AID2073
Cc1ccccc1SCC(=O)Nc1ccc(N2CCOCC2)cc1	.	.	0.63	1397	3.8	2.6	3.2	5.5%	i	i	0.8	-11.7	0.2	-0.935	-0.283	-0.74	-0.385	15.8%
Cc1ccc(N=C2NC(=O)/C(=C/c3cccs3)S2)cc1C	-1.4	1020	-0.1	1290	8.9	10.1	19.4	14.5%	i	i	10.9	32.9	-15.5	0.241	0.145	0.232	0.494	12.9%
N#Cc1cccc(NC(=O)N2CCC(c3nc4c(nnn4Cc4cccc(Cl)c4)c(=O)[nH]3)CC2)c1	-2.0	1367	-0.27	1602	2.9	3.0	10.6	-0.6%	i	i	14.2	1.3	-0.6	-0.256	-0.272	-0.205	0.524	6.2%
CCOC(=O)C1=C(c2ccccc2)N=C2SCC(=O)N2C1c1ccc(OC)c(OC)c1 (stereo not drawn)	-4.2	1125	0.32	863	2.5	2.0	4.2	-1.6%	i	i	0.4	-8.9	-3.2	-0.428	-0.235	-0.274	0.846	3.9%
Fc1ccc(OCc2nc(-c3ccncc3)n[nH]2)cc1	0.4	1490	.	.	4.6	1.3	10.2	1.0%	i	i	39.6	-2.4	-6.3	2.74	-0.143	1.63	-1.26	5.8%
Cc1ccc(C(=O)N2CCOCC2)cc1S(=O)(=O)Nc1cccc(C)c1C	-1.2	554	.	.	1.8	0.7	45.5	2.2%	i	i	-3.7	2.4	0.2	-0.91	-0.246	-0.238	0.0836	0.5%
Cc1cc(C(=O)CSc2nnc(C3COc4ccccc4O3)n2C)c(C)n1-c1ccc(F)cc1 (stereo not drawn)	-6.5	1169	-0.11	1047	4.9	3.6	9.1	-2.4%	i	i	-5.4	-6.2	0.4	0.661	-0.23	0.386	-1.29	-10.4%
CC(C)(C)C1CCc2c(sc(NC(=O)c3ccco3)c2C(N)=O)C1 (stereo not drawn)	3.5	430	.	.	1.6	3.1	25.6	-3.2%	i	i	0.4	0.4	-8.0	-4.87	1.45	-2	-4.92	-0.4%
Nc1cc(Cl)ccc1N1CCCCCC1	-1.2	944	.	.	1.3	1.1	3.8	-2.5%	i	i	-3.9	10.2	-15.9	-0.277	-0.174	-0.0538	-0.211	0.1%
c1ccc(CNc2ccc3c(c2)ncn3C2CCCCC2)nc1	-2.1	1121	0.42	1864	2.9	1.9	30.5	1.3%	i	i	3.4	-13.8	3.2	0.938	-0.253	0.84	-0.682	-3.0%
Nc1ccc(C(=O)N/N=C2\CCCc3c2[nH]c2ccccc32)cc1	.	.	.	.	2.4	2.4	10.7	-3.3%	i	i	20.2	-3.2	-5.8	-1.36	-0.139	-1.02	1.03	9.3%
CCN1CCN(c2cc(-c3ccccc3)nc3cc(-c4cccc(F)c4)nn23)CC1	0.8	1101	?	.	2.9	1.3	4.0	1.3%	i	i	-4.5	81.9*	78.9*	0.118	-0.272	-0.00805	-0.318	30.2%
Cn1cnnc1SCC(=O)Nc1ccccc1F	-1.3	1003	-0.18	1645	5.8	1.2	20.4	0.0%	i	i	9.6	4.5	-7.9	0.122	-0.315	0.564	0.584	11.2%
C=CCNC(=O)c1ccc(C2SCC(=O)N2Cc2ccccc2)cc1 (stereo not drawn)	-0.6	1015	-0.2	1470	2.9	1.7	2.9	-0.3%	i	i	-10.1	-15.0	-7.6	-1.06	0.996	-0.239	0.455	-7.4%
Cc1nc(N)sc1C(=O)NN	0.5	996	0.3	1365	.	.	.	-0.2%	i	.	.	.	.	0.253	-0.234	0.104	0.407	2.0%
CC(=O)Nc1cccc(NC(=O)c2c(-c3c(Cl)cccc3Cl)noc2C)c1	-1.2	820	.	.	3.7	3.8	6.1	-2.2%	i	i	2.4	-4.8	-1.8	-0.398	-0.165	0.017	0.0452	4.7%
CCCCOC(=O)CSC1=C(C#N)C(c2ccccc2OCC)C(C#N)C(=O)N1 (stereo not drawn)	0.8	1306	-0.53	1521	7.2	3.1	15.5	46.4%	?	i	95.4	-8.7	-10.0	4.45	0.397	3.03	-3.55	-14.3%
COc1cccc(C(=O)NCC(=O)OCC(=O)Nc2cc(OC)c([N+](=O)[O-])cc2C)c1	-1.2	1200	0.94	1501	1.7	3.6	9.6	0.6%	i	i	-38.8	2.2	-2.6	2.19	-0.0776	1.09	-0.955	1.9%
Nn1c(SCC(=O)Nc2ccc(F)c(F)c2)nnc1C1CCCCC1	-1.1	652	-0.15	1103	5.8	2.6	12.5	-1.0%	i	i	5.9	-14.2	-59.3	-0.796	-0.216	-0.247	0.733	-3.1%
Cc1ccsc1-c1nc(CN2C[C@@H](C)O[C@@H](C)C2)c(C)o1	-1.1	1099	-0.08	1407	2.0	1.1	5.1	-1.0%	i	i	8.6	-8.0	-11.4	-0.43	-0.312	-0.239	0.873	-0.7%
CCOC(=O)/C(C#N)=C1/SC(CCO)C(=O)N1c1ccccc1 (stereo not drawn)	-1.5	1227	.	.	3.0	1.3	1.5	-1.8%	i	i	2.5	11.3	14.3	-0.828	-0.398	-0.464	0.278	-12.6%
O=C(COC(=O)CCC1CCCC1)Nc1ccccc1Sc1ccccc1	.	.	-1.19	1326	2.0	3.2	7.4	2.5%	i	i	7.8	8.7	-7.4	-0.621	-0.295	-0.413	0.615	-1.5%
Cn1c(CSCC(=O)Nc2ccccc2)nnc1SCc1ccccc1	0.7	1345	0.9	1433	.	.	.	-0.1%	i	.	.	.	.	0.715	-0.245	0.201	0.0213	-12.6%
COc1cc(C(=O)NC(=S)N2CCCCCC2)cc(OC)c1OC	-3.0	1040	-0.15	1574	1.0	1.6	5.0	-0.5%	i	i	16.5	6.1	-7.8	1.31	-0.0371	0.624	0.779	-4.3%
Nc1ccc(Nc2nc(-c3cccs3)cs2)cc1	2.7	1416	0.15	1542	2.8	2.1	2.7	-5.0%	i	i	11.7	20.8	5.6	-0.963	0.038	-0.663	-1.49	20.2%
Cc1ccccc1N1C(=O)C2ON(c3ccccc3)C(c3ccncc3)C2C1=O (stereo not drawn)	-3.1	730	-0.24	513	8.3	2.8	10.2	0.7%	i	i	1.7	-5.2	17.8	-0.716	-0.189	0.13	0.26	3.1%
O=c1cn[nH]c2ccccc12	0.2	1255	0.54	1027	.	.	.	0.0%	i	.	.	.	.	0.0431	-0.225	-0.0802	-0.724	9.4%
Cc1cc(OCC(F)(F)C(F)(F)C(F)(F)C(F)(F)C(F)(F)C(F)F)nc(N)n1	-0.3	1423	-0.31	1512	2.5	1.8	1.6	0.5%	i	i	2.1	16.2	-4.8	0.456	-0.0928	-0.0529	-0.269	4.6%
Cc1cc(N/N=C2/CCCc3ccccc32)nc2ccccc12	-0.6	1043	0.45	1190	3.0	2.5	0.7	-2.9%	i	i	4.3	68.1	78.3	0.57	-0.318	0.698	-0.445	0.9%
O=C(O)CCCNC(=O)c1ccc(NC(=O)Cc2ccc(Cl)cc2)cc1	-0.2	1072	0.12	1143	2.1	2.1	6.7	1.5%	i	i	18.7	-0.3	-2.6	-0.434	-0.299	-0.265	0.617	4.0%
Cc1ccc(N2C(=O)C(Cl)=C(Nc3c(C)n(C)n(-c4ccccc4)c3=O)C2=O)cc1	-0.5	1078	-0.06	1943	5.5	3.3	12.6	1.7%	i	i	1.3	2.9	11.3	-1.97	0.0304	-0.699	0.0521	0.6%
N#C/C(=C\c1ccc(-c2ccc(Br)cc2)o1)C(=O)NCCc1c[nH]c2ccccc12	0.0	533	-0.12	1097	1.6	2.1	9.8	4.4%	?	i	-3.3	9.5	-4.2	1.72	-0.206	1.57	-1.71	25.2%
CCOC(=O)Cc1[nH]nc2c1C(c1cccc(OC)c1OC)C(C#N)=C(N)O2 (stereo not drawn)	0.8	1112	0.36	1153	3.9	2.9	4.7	3.9%	.	i	-0.8	5.4	17.9	-0.399	-0.155	0.305	0.907	9.4%
CS(=O)(=O)NCCC1=CCCCC1	.	.	0.25	1246	1.9	1.6	9.2	-0.7%	i	i	-3.2	-8.0	-1.5	1.31	-0.233	0.98	-1.18	-7.7%
O=C(COc1ccccc1)Nn1c(-c2ccccc2)nc2ccccc2c1=O	-2.1	633	-0.08	1223	4.2	2.8	1.9	-0.8%	i	i	2.7	13.9	-12.4	2.04	-0.215	1.01	-1.18	0.0%
Cc1ccc2cc(C(c3nnnn3Cc3ccccc3)N3CCc4ccccc43)c(=O)[nH]c2c1C (stereo not drawn)	-4.0	1208	-0.55	1011	3.4	0.8	7.4	3.3%	i	i	-1.5	9.9	7.9	-0.342	0.193	0.274	-0.315	31.7%
